Rpn11 inh – Rpn11 (PSMD14) deubiquitinase inhibitors, primary screen, biochemical, fluorescence polarization, uHTS | calls only at 20 µM | 26S proteasome non-ATPase regulatory subunit 14 (Homo sapiens), O00487 | 0.59% of 360,000 active | human 26S proteasome, Ub4-pepOG fluorescence polarization; 20S core pre-blocked with epoxomicin | AID 588493, 2011;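 active = inhibition at 20 µM, scaled to each plate's controls, above about 33%, limit read from the data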
Scp1 inh – Scp-1 phosphatase inhibitors, primary screen, biochemical, colorimetric, uHTS | inhibition, % at 20 µM | Recombinant Scp1, phosphopeptide, malachite green phosphate absorbance | 0.88% of 340,000 active;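 active = inhibition above about 50% at 20 µM, limit read from the data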;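 also: plate controls were DMSO wells with enzyme for no effect and wells lacking enzyme for full effect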
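Incubation: 45 min enzyme reaction at room temperature / System: truncated SCP-1 phosphatase (76-261aa) / Reagent: Phospho 17-mer peptide substrate / Buffer or medium: Acidic Tris acetate buffer with magnesium and detergent / Signal: absorbance at 630 nm / Doses: one concentration, 20 µM, with 1.0% DMSO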
CendR NRP1 mod – modulators of CendR peptide binding to NRP-1, primary screen, biochemical, fluorescence polarization, uHTS; Neuropilin-1 (Homo sapiens), O14786; FAM-RPARPAR peptide binding to NRP-1; inhibition, % at 25 µM; 0.85% of 360,000 active; AID 602438, 2012;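 active = inhibition or corrected inhibition above about 18%, plus a signal ratio from 0.5 to 1.5, limit read from the data, passing the limit was not always enough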; also: strong numbers were not always called active
Target sequence (O14786 whole entry, looked up): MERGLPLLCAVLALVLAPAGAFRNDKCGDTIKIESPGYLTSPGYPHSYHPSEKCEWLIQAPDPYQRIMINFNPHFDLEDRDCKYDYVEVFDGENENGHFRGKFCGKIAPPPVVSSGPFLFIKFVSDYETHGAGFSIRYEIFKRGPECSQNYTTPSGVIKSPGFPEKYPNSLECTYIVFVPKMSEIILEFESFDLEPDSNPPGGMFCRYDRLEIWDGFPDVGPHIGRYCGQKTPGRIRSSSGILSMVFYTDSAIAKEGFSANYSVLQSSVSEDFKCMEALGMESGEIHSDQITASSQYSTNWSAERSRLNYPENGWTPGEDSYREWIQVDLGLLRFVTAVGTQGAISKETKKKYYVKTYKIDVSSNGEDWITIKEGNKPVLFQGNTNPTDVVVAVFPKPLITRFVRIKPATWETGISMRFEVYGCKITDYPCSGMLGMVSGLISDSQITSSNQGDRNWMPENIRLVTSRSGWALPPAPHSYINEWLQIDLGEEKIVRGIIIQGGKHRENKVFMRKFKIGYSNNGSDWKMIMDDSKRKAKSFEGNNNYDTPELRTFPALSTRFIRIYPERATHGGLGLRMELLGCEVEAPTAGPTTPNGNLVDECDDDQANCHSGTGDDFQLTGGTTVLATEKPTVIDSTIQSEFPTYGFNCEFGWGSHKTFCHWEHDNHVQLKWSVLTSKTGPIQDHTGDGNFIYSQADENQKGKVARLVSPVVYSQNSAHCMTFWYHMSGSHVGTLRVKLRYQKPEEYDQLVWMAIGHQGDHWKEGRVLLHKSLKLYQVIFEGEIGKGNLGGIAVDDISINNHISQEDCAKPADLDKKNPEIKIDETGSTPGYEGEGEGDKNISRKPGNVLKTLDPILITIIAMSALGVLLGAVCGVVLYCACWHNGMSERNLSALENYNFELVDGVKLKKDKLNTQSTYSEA
MT1-MMP act inh – blockers of MT1-MMP proenzyme processing, primary screen, HT1080 RFP-PRO-GFP cells, GFP/RFP fluorescence | 0.061% of 360,000 active | GFP/RFP ratio fluorescence, overnight; percent of plate control window, DMSO zero | Matrix metalloproteinase-14 (Homo sapiens), P50281 | GFP/RFP ratio change, % at 20 µM;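 active = GFP/RFP ratio change of at least 30% with cell ATP level not reduced by more than half and red fluorescence within 50% of control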; also: strong numbers were not always called active
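Test system: HT1080 cells expressing an RFP-PRO-GFP fluorescent reporter construct / Compound dosing: single-point 20 µM compound, 1% DMSO / Schedule: cells overnight before dosing, compound overnight, 37 °C, 5% CO2 / Evaluation: GFP/RFP fluorescence ratio / Control set: DMSO and RFP-L50D-GFP cell wells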
NadD inh – inhibitors of S. aureus NadD, primary screen, biochemical, colorimetric, uHTS; Nicotinate-nucleotide adenylyltransferase NadD (Staphylococcus aureus N315); purified NadD enzyme, colorimetric absorbance read-out; inhibition, % at 20 µM; 0.78% of 360,000 active; in the data active = inhibition above about 26%; also: some compounds past the cut are filed as inactive
DNMT1 block – human DNMT1 methyltransferase inhibitors, primary screen, biochemical, molecular beacon, fluorescence, HinP1I cleavage, uHTS; inhibition (reported as % activation of signal), % at 10 µM; 0.83% of 360,000 active; AID 588458, 2011; in the data active = inhibition above about 50%
SKN-1 block – suppressors of acrylamide-induced Pgst-4::GFP reporter in worms, primary screen, SKN-1 inhibitor project, whole organism, uHTS, GFP/RFP fluorescence ratio, strain VP596; C. elegans VP596 Pgst-4::GFP/RFP ratio, 24 h; inhibition, % at 21.8 µM; 0.49% of 360,000 active; AID 624304, 2012;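 active = interference check ratio from 0.5 to 1.5 plus GFP to RFP signal ratio inhibition reaching or exceeding a fixed threshold, cut at about 30% in these data, passing the limit was not always enough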; also: some compounds called inactive have numbers as strong as hits
LMPTP inh – LMPTP phosphatase inhibitors, primary screen, biochemical, fluorescence intensity, uHTS | AID 651560, 2012 | recombinant LMPTP-A, OMFP fluorogenic substrate | Low molecular weight phosphotyrosine protein phosphatase (Homo sapiens), P24666 | 0.22% of 360,000 active | inhibition, % at 20 µM;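 active = compounds that cut the enzyme signal by at least half of the control window in the single-dose screen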;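 also: plate controls were DMSO wells with enzyme plus substrate for no effect and substrate without enzyme for full effect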
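Assay system: LMPTP-A enzyme. Input: 0.625 nM LMPTP-A final. Probe or stimulus: 400 µM OMFP. Compound dosing: single 20 µM dose. Schedule: 50 min dark incubation at room temperature. Detection: fluorescence intensity of OMFP turnover product. Read-out: percent inhibition versus substrate-only and uninhibited controls. Benchmarks: no-enzyme low control, uninhibited high control.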
STEP inh – STEP phosphatase inhibitors, primary screen, biochemical, fluorescence intensity, uHTS; Tyrosine-protein phosphatase non-receptor type 5 (Homo sapiens), P54829; recombinant STEP, OMFP fluorogenic substrate; inhibition, % at 20 µM; 0.25% of 360,000 active; AID 588621, 2011;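 active = inhibition at 20 µM, scaled per plate between control wells, above about 37%, limit read from the data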;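 also: 0% = DMSO with enzyme and substrate and 100% = substrate only without enzyme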
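System: isolated STEP enzyme; schedule: 20 min enzyme reaction at room temperature, protected from light; medium: Bis-Tris buffer pH 6.0, 2.5 mM DTT, 0.005% Tween 20; signal: fluorescence, 480/540 nm; dosing: single compound dose of 20 µM, 1% DMSO final; also added: OMFP substrate, 25 µM final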
SUMO1 PPI mod – modulators of SUMO1 protein-protein interactions, primary screen, biochemical, uHTS; SUMO1 binding to a labelled peptide, TR-FRET, 1 h; AID 602429, 2012; Small ubiquitin-related modifier 1 (Homo sapiens), P63165; 0.33% of 360,000 active; inhibition, % at 20 µM; in the data active = inhibition above about 37%
Active calls of the source: *; i = inactive; . = no result given. Not a hit list. About 3.9% of those tested had a hit in this group.

Values in the order – Rpn11 inh, Scp1 inh, CendR NRP1 mod, MT1-MMP act inh, NadD inh, DNMT1 block, SKN-1 block, LMPTP inh, STEP inh, SUMO1 PPI mod
> Cc1cccc(OCC(=O)NNC(=O)c2ccc3nc[nH]c3c2)c1
→ i, 25, 5, 1, 2, 7, -9, 0.9, -3, 3
> Cc1ccc2c(C(=O)CN3CCN(c4ccccc4)CC3)c(C)[nH]c2c1
→ i, -10, 6, 4, -4, -6, -16, 1.0, 7, 6
> CN1CC(=O)N(CC(=O)Nc2ccc(SC(F)F)cc2)C1=O
→ i, -8, -6, 5, -2, -1, -6, -2.6, -2, 2
> NC(=O)c1nn(Cc2ccccc2)c(=O)c2ccccc12
→ i, -1, -2, 0, -1, 2, 13, -1.1, -2, 4
> C=CCNC(=S)N/N=C/c1ccc(-c2cc(Cl)ccc2Cl)o1
→ i, -2, 10, -1, 15, 18, 8, -0.5, 1, 0
> CCOC(=O)c1ccc(Cl)c(S(=O)(=O)N2CCCC2)c1
→ i, -3, -1, -4, -5, -1, 14, 0.0, -1, 0
> O=C(CSc1nc2ccsc2c(=O)n1CC1CCC(C(=O)O)CC1)c1ccc(F)cc1 (stereo not given)
→ i, 4, 3, 8, 3, 0, -5, 1.2, 3, 4
> CNCC(O)c1ccc(O)c(O)c1 (stereo not given)
→ i, 6, 4, 2, 0, 3, 7, -0.7, -2, 0
> COC(=O)c1cc(N=Nc2sc(N)nc2C)cc(C(=O)OC)c1
→ i, -6, 6, 10, 7, -22, 4, 3.8, 6, -21
> CS(=O)(=O)CCC(C(=O)n1nnc2ccccc21)N1C(=O)c2ccccc2C1=O (stereo not given)
→ i, -5, 5, -1, -4, 4, -7, -1.1, -11, 1
> CC(Oc1ccccc1)C(=O)NC1CCN(Cc2ccccc2)CC1 (stereo not given)
→ i, -2, -8, 1, -1, 1, 18, -1.2, 0, -2
> Cc1cccc(CS(=O)(=O)Cc2ccc(C(=O)O)o2)c1
→ i, 2, 5, 2, 3, 1, -5, -3.0, -13, -5
> CCCc1ccc(S(=O)(=O)N2CCN(C(C)C(=O)NCc3ccccc3)CC2)cc1 (stereo not given)
→ i, 4, -4, -7, -1, 1, 7, -0.4, -1, 2
> CC1CCN(S(=O)(=O)c2cccc(C(=O)NCC3CCCO3)c2)CC1 (stereo not given)
→ i, 0, 6, 2, -8, 1, -2, -2.3, -3, 5
> CNC(=O)c1ccsc1NC(=O)c1ccc(S(=O)(=O)N2CCOCC2)cc1
→ i, -8, -6, 5, 0, -2, 8, 1.1, 6, 0
> O=C(O)c1cccc(NS(=O)(=O)c2ccc(Cl)c(C(=O)O)c2)c1
→ i, 0, -8, 3, -4, 6, 0, -0.6, 3, -2
> C#CCN(Cc1ccco1)C(=O)c1cc(COc2cccc3cccnc23)on1
→ i, ., 6, 4, 1, 0, 20, 0.5, 3, -1
> Cc1cc[n+](CC(=O)c2ccc3c(c2)OCCO3)cc1
→ i, -3, -1, 2, -5, 2, 3, -0.4, 0, 0
> CC1CC(C)CN(C(=O)C2CCCN(S(=O)(=O)c3cnc[nH]3)C2)C1 (stereo not given)
→ i, -7, -11, 4, -1, 0, 9, 0.5, 0, 4
> COc1ccccc1OCCNC(=O)C1CCCCC1
→ i, 9, 6, 2, -5, -2, -6, -0.4, 8, 5

Other compounds.
Values in the order – Rpn11 inh, Scp1 inh, CendR NRP1 mod, MT1-MMP act inh, NadD inh, DNMT1 block, SKN-1 block, LMPTP inh, STEP inh, SUMO1 PPI mod
> CCc1nnc(NC(=O)CSc2nnc3ncccn23)s1
→ i, -3, 0, 3, -4, -3, -5, 0.4, 0, 2
> CCCCNC(=O)N(O)C1N(/N=C/c2ccccc2OC)C(=S)SC1(C)C (stereo not given)
→ i, 12, 8, -4, -6, 4, 18, -0.8, 3, 2
> Cc1ccc(CSc2nnc(NC(=O)C3=COCCO3)s2)cc1
→ i, -8, -2, -1, -10, 4, 1, 0.6, 0, -2
> O=C(COC(=O)c1ccc(O)cc1O)Nc1ccc2c(c1)OCCO2
→ i, -12, 7, -5, -7, 1, 5, 0.2, -2, 6
> COc1ccc(S(=O)(=O)Nc2cc(C(=O)NCCC(C)C)ccc2N2CCOCC2)cc1
→ i, -3, 2, -3, -2, 5, -7, 1.1, -1, 1
> Cc1nn(C)c(C(=O)NC(=S)Nc2ccccc2O)c1Cl
→ i, -5, 13, -4, -8, -2, -13, 0.6, 2, -1
> CC1CCN(S(=O)(=O)c2cn(CC(=O)N3CC(C)CC(C)C3)c(=O)c3ccccc23)CC1 (stereo not given)
→ i, 1, -5, 2, 2, 0, 14, -1.8, -8, -2
> CC(=O)c1cccc(-c2ccc3c(c2)C(C)(Cc2ccccc2C#N)C(=O)N3)c1 (stereo not given)
→ i, ., 9, 2, -5, -2, 3, -0.6, -2, 0
> CCOC(=O)CCC(=O)N(CCN(C(=O)CCC(=O)OCC)c1ccccc1)c1ccccc1
→ i, -2, -15, -1, -6, 4, 4, 0.1, 2, -4
> Oc1c(CN2CCOCC2)cc(CN2CCOCC2)c(O)c1CN1CCOCC1
→ i, -2, -5, 1, 3, -4, 24, -2.4, 1, 1
> CC(C)c1ccc(S(=O)(=O)N2CCN(C(=O)[C@@H]3CCCN3C(=O)c3cccs3)CC2)cc1
→ i, -2, 1, -10, 4, 1, 12, -0.6, 1, -4
> CC(C)S(=O)(=O)N1CCCC(c2cc(C(=O)NCc3ccccc3)no2)C1 (stereo not given)
→ i, ., -7, 4, 4, 4, -2, -0.7, -5, -1
> COC(=O)c1cc(S(=O)(=O)NCc2ccc(S(N)(=O)=O)cc2)oc1C
→ i, -3, -4, 6, 1, 1, 17, -3.4, -1, -4
> CC(C)Nc1ncnc2ccc(Br)cc12
→ i, -5, -5, -16, 3, 0, 10, -0.3, 2, 1
> O=C(C[n+]1ccc(C(=O)c2ccccc2)cc1)Nc1cccc([N+](=O)[O-])c1
→ ., ., -5, 7, -6, ., -9, 0.1, ., -51
> CN1CCC(=NNC(=O)C(=O)Nc2ccccc2)CC1
→ i, -1, -3, 1, 0, 0, -5, -3.2, 1, 2
> NS(=O)(=O)c1ccc(NC(=O)/C=C/c2ccccc2Cl)cc1
→ i, -3, -10, -2, -10, 1, 2, 0.3, -2, -11
> Cc1ccccc1NS(=O)(=O)c1cc2c(cc1C)N(C)CCO2
→ i, -7, 1, -1, -2, -5, 14, -0.7, 0, 2
> Cc1ccc(-c2nc3ccccc3c(=O)n2O)cc1
→ i, -15, -7, -1, -5, 1, -1, -0.8, -2, 4
> CCOC(=O)N1CCN(C(=O)C2CCN(Cc3cccc(OCc4ccccc4)c3)CC2)CC1
→ i, -4, -4, 1, -3, 4, 8, -0.3, 1, 1

Further compounds follow.
Values in the order – Rpn11 inh, Scp1 inh, CendR NRP1 mod, MT1-MMP act inh, NadD inh, DNMT1 block, SKN-1 block, LMPTP inh, STEP inh, SUMO1 PPI mod
> O=C1COc2cccnc2N1
→ i, -7, 8, 3, 5, 0, -10, -0.8, -4, 1
> O=C(/C=C/c1ncc(C(F)(F)F)cc1Cl)OCc1ccccc1
→ i, -6, -8, 0, -4, 6, 1, 2.6, 4, -20
> CCC(C)(C)C1CCc2[nH]nc(C(=O)N/N=C(\C)c3ccco3)c2C1 (stereo not given)
→ i, 5, 4, 3, 17, -5, -6, -1.3, 0, 1
> O=C(CN(C(=O)CCC(=O)Nc1nccs1)c1ccccc1F)NCc1ccc2c(c1)OCO2
→ i, -5, 1, -5, 2, 1, 18, -0.3, -2, 6

Screens deposited in PubChem by Sanford-Burnham Center for Chemical Genomics.
